# S2 tox: cell viability loss in ATXN counter-screen | S2 cells (HEK-293 line with an ATXN2-luciferase reporter) viability, CellTiter-Fluor protease fluorescence, 24 h | AID 651635 | 400,000 compounds, 0.49% hits | Potency, µM (top dose mostly 56.7 µM), actives largely listed as cytotoxic; further: potency means the concentration at half of the fitted maximal effect; nearly all actives have a fitted effect of over 40% in size
# TGFb SMAD3 inh: inhibitors of TGF-b signaling | AID 588855 | HepG2 CAGA-GFP TGF-b/SMAD3 reporter, GFP fluorescence, 18 h; TGF-beta stimulated, 500 pg/mL final | Potency, µM (titrated, usually from 46.1 µM), inactives show top-dose activity, negative = inhibition, hits mostly inhibitors | 410,000 compounds, 1.2% hits; further: potency means the concentration at half of the fitted maximal effect; on the % scale 0 is the no-effect control and ±100 the full control effect; nearly all actives have a fitted effect of over 65% in size
#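 Smad-responsive CAGA-GFP expression was quantified in HEPG2 cells exposed to compounds and 500 pg/mL final TGF-beta for 18 h at 37 degrees C; unstimulated wells defined full inhibition.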
# Nrf2 activator: activators of Nrf2 (ARE) signaling | 410,000 compounds, 0.31% hits | AID 624171 | AREc32 ARE-luciferase reporter (MCF7-derived line), luminescence, 24 h | Potency, µM (top dose mostly 46.1 µM), without a hit: at the top dose activation, most hits filed as activators; further: potency means the concentration at half of the fitted maximal effect; % of control where 0% means no effect; nearly all actives have a fitted effect of over 65% in size
#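 Quantitative high-throughput format: AREc32 reporter cells, 1000 per well, received compound by pin transfer and were incubated 24 hr at 37 deg C, 5% CO2, before Steady-Glo luminescence detection.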
# IL-2 act: activators of IL-2; IL-2 activation reporter assay, cell-based qHTS; stimulated with anti-CD3/CD4/CD28 beads; in transgenic mouse T cells; activation, % (series mostly up to about 46 µM); 360,000 compounds, 0.065% hits; in the data active means activation above about 50%; inconclusive means mostly about 30% to 49%; further: 0% is about no effect
#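 Unstimulated transgenic mouse T cells, 750 per well, received compound and, after 60 minutes, anti-CD3/anti-CD4 bead plus anti-CD28 stimulation. EGFP and DsRed were quantified after 18 hours.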
# EPAC2 agonist: EPAC2 (human) agonism | Q8WZA2 | EPAC2 activation, biochemical qHTS; response scale: 100% = 6.5 mM cAMP response | Potency, µM (top dose mostly 154 µM), without a hit: top-dose activation, usual class: activators | 360,000 compounds, 0.079% hits; further: potency means the concentration at half of the fitted maximal effect; nearly all actives have a fitted effect of over 50% in size
# Target sequence (Q8WZA2 whole entry, looked up): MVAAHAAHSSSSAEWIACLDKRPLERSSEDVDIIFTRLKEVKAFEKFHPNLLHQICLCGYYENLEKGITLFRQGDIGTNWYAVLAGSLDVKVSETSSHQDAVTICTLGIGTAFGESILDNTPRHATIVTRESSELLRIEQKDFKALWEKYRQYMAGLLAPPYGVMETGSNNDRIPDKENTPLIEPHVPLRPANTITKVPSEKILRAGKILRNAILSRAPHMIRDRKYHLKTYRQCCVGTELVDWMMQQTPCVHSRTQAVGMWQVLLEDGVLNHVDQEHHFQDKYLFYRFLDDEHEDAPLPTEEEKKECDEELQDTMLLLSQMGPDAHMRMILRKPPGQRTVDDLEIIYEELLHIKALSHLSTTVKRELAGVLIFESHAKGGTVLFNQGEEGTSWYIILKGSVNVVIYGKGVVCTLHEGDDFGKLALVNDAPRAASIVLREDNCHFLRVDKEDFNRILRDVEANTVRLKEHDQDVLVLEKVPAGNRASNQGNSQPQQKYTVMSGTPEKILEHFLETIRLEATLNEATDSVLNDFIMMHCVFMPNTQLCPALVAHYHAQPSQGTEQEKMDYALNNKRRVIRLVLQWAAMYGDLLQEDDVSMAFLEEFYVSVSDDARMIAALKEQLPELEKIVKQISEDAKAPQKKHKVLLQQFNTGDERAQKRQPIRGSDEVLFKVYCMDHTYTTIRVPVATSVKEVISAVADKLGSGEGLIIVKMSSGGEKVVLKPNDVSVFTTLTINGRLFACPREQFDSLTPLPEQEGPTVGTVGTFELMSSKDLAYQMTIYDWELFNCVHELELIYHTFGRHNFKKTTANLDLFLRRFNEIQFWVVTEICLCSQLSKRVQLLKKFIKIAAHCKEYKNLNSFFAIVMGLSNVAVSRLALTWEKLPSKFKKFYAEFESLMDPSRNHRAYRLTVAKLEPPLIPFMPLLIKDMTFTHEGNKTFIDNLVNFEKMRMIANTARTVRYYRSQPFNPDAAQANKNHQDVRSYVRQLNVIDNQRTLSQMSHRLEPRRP
#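 Nucleotide exchange monitored as fluorescence drop when BODIPY-GDP leaves Rap1B. Reaction: 100 nM EPAC2, 250 nM RAP1B-BODIPY-GDP, 50 uM GDP, room temperature, kinetic read over 30 min. Activity expressed relative to 6.5 mM cAMP.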
# A549 viability: kills or reduces viability of A549 cells in Nrf2 counter-screen; A549 ARE-Fluc cells, CellTiter-Fluor viability, 18-24 h; 390,000 compounds, 0.16% hits; Potency, µM (top dose mostly 46 µM), for the others: at the top dose activity change, negative = cytotoxicity, most hits filed as inhibitors; further: potency means the concentration at half of the fitted maximal effect; on the % scale 0 is the no-effect control and ±100 the full control effect
#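 A549 ARE_Fluc cells in 5% FBS OPTI-MEM were exposed to compounds in concentration-response for 18-24 h at 37 deg C. Viability was read by CellTiter-Fluor fluorescence (Ex 405/Em 525) after 30 min, before the luciferase read.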
# ATXN2 expr inh: reduces ATXN2 reporter expression in HEK-293 cells; Potency, µM (titrated, usually from 57 µM), inactives show top-dose activity change, negative = inhibition, actives largely listed as inhibitors; HEK-293 ATXN2-luciferase reporter, luminescence, 24 h; 360,000 compounds, 0.72% hits; further: potency means the concentration at half of the fitted maximal effect; on the % scale 0 is the no-effect control and ±100 the full control effect; nearly all actives have a fitted effect of over 55% in size
#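 ATXN2-luciferase reporter cells (luciferase flanked by upstream and downstream ATXN2 gene portions) were treated 24 h at 37 °C with compounds at up to 57 uM. SteadyGlo luminescence gave expression; GF-AFC fluorescence gave viability.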
# HepG2 tox: kills HepG2 cells in TGF-b inhibitor counter-screen; HepG2 CAGA-GFP viability, ATP luminescence, 18 h; Potency, µM (doses to about 46.1 µM), for inactives: at the top dose activity change, negative = cytotoxicity, actives largely listed as cytotoxic; 410,000 compounds, 0.76% hits; further: potency means the concentration at half of the fitted maximal effect; some results filed as inactive show a strong effect at the top dose
#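 CellTiter-Glo luminescence gave cytotoxicity after 18 hours at 37 degrees C. The cells were HepG2 CAGA-GFP in 1% FBS DMEM, stimulated with 500 pg/mL TGF-beta after compound addition. %Activity was normalised to no-cell wells (complete cell-killing) and DMSO (no toxicity), and curves were fitted and classified.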
# Nrf2 inh: blocks Nrf2 signaling | 360,000 compounds, 2.1% hits | Potency, µM (highest dose often 46 µM), for inactives: at the highest dose activity change, negative = inhibition, actives largely listed as inhibitors | A549 ARE-Fluc reporter, luciferase luminescence, 18-24 h; further: potency means the concentration at half of the fitted maximal effect; on the % scale 0 is the no-effect control and ±100 the full control effect; nearly all actives have a fitted effect of over 60% in size
#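 Nrf2 function is reported as luminescence of an ARE-controlled luciferase in A549 cells. Compounds were tested at several concentrations, and a CellTiter-Fluor read on the same wells flagged cytotoxicity.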
# * marks the source's active call; other numbers are inactive results; i = inactive; ? = inconclusive; . = not tested or not shown; & = joins results of further samples; [ ] = remark or other dose. Unless noted, the call rests on the fitted dose curve; in most records, active means well fitted curve in the direction sought with a large enough effect; inconclusive means small, poorly fitted or top-dose-only effect, or another doubt; inactive means no such curve, though single readings can be large; an effect the other way counts as inactive or inconclusive.
# Sequence of screens: S2 tox	TGFb SMAD3 inh	Nrf2 activator	IL-2 act	EPAC2 agonist	A549 viability	ATXN2 expr inh	HepG2 tox	Nrf2 inh
CC(C)(C)P(=O)(CO)c1ccccc1 (stereo not given)
    i	-6%	-0.5%	-2.9	3%	-5%	-5%	1%	-3%
COc1ccc(N2C(=O)NC(NS(=O)(=O)c3ccc(NC(C)=O)cc3)(C(F)(F)F)C2=O)cc1 (stereo not given)
    i	3%&0%	-0.8%&0.5%	-0.1	-1%	-2%&0%	-11%&8%	-1%&5%	-2%&13%
COc1ccc(OCC(O)CNC(=O)c2ccccc2C(=O)O)cc1 (stereo not given)
    i	27%	-0.2%	9.7	-5%	-3%	0%	3%	1%
CC1(C)CC(C(=O)Nc2ccccc2)C(=O)O1 (stereo not given)
    i	0%	0.3%	0.7	2%	4%	10%	0%	11%
COC(=O)c1ccc(Sc2ccccc2NS(=O)(=O)c2ccc(OC)cc2)nc1
    i	-9%	0.4%	0.4	9%	-6%	6%	-15%	-19%
CN(C)c1nc(N)nc(CSc2nnnn2-c2ccc(F)cc2)n1
    i	-22%	0.0%	-2.8	-5%	-6%	-2%	1%	-5%
CC(=O)N1CCc2cc(S(=O)(=O)NCCN3CCC(C)CC3)ccc21
    i	13%	0.3%	-1.3	-7%	2%	-2%	-18%	4%
S=C(c1ccccc1)N1CCN(c2ccccc2)CC1
    i	3%	2.3%	-0.3	3%	-1%	-2%	4%	-1%
Cc1cc(OCCN2CC(C)OC(C)C2)ccc1[N+](=O)[O-] (stereo not given)
    i	-20%	0.3%	-2.3	-10%	-1%	4%	-7%	7%
Cc1ccccc1-c1ccc(C(=O)Nc2cccc(F)c2)o1
    i	-29%	?	0.6	7%	1%	31%	-22%	24%
CC(CNC(=O)c1nnc(Cc2cccc(F)c2)o1)c1ccccc1 (stereo not given)
    i	9%	0.6%	.	.	-3%	-4%	6%	-9%
Cc1ccc(N(CC(=O)NCc2ccccc2)C(=O)CCC(=O)Nc2ccccn2)cc1
    i	2%	-0.3%	-3.8	-2%	0%	2%	-30%	-2%
CC(C)c1nc(SCC(=O)Nc2ccc(C(=O)O)cc2)c2c3c(sc2n1)CCCC3
    i	-10%	0.1%	-1.0	7%	?	-6%	-1%	?
CCN1C(=O)C(CC(=O)Nc2ccc(OC)cc2)N(CCN2CCOCC2)C1=S (stereo not given)
    ?	0%	0.4%	1.0	1%	0%	-8%	-41%	3%
COCCNc1oc(-c2ccccc2Cl)nc1S(=O)(=O)c1ccc(C)cc1
    i	-4%	0.2%	-5.2	5%	3%	7%	-4%	-13%
CC(=O)c1ccc(NC(=O)c2ccc(-c3ccc(Cl)cc3)o2)cc1
    ?	?	3.8%	.	.	-2%	-36%	-102%	?
COc1ccc(CNC(=O)Cn2cc([N+](=O)[O-])cn2)cc1
    i	-6%	0.1%	2.8	11%	0%	8%	3%	5%
CC(C)CCC(=O)N1CCC(N2CCC(C(=O)NCc3ccccn3)CC2)CC1
    i	-3%	0.2%	-1.8	-4%	-1%	1%	-10%	-11%
CC(=O)N/C(=C\c1ccc(Cl)cc1)C(=O)O
    i	-3%	0.0%	1.0	6%	0%	.	-14%	-15%
COc1cc2[nH]c(=S)nc(NCc3cccnc3)c2cc1OC
    i	-3%	0.4%	-1.1	7%	-3%	-5%	-8%	-12%
N#Cc1cc2c(nc1SCC(=O)Nc1sc3c(c1C#N)CCC3)CCCCC2
    ?	17%	0.3%	1.0	4%	5%	-21%	-19%	.
O=C(Nc1cccc2ccccc12)c1csc(COCCO)n1
    i	8%	0.5%[9.22 µM]	-0.7	12%	.	-32%	-2%	.
COc1ccc(N(C)C(=O)CC2(CC(=O)O)CCCCC2)cc1
    i	-2%	0.3%	-0.1	?	-5%	-5%	0%	4%
CCOC(=O)CCSc1nnc(-c2cccnc2)n1-c1ccccc1OC
    i	-13%	-0.5%	0.1	5%	-5%	-7%	-2%	13%
Cc1occc1C(=O)Nc1cc(=O)n(C)c(=O)n1C
    i	12%	0.4%	-0.7	1%	-8%	-3%	-2%	17%
Cc1ccc(NC(=O)CN(C)S(=O)(=O)c2cnc[nH]2)cc1
    i	-5%	0.8%	.	.	1%	7%	1%	11%
CCOc1cc(C(=O)CCC(=O)OCC(=O)Nc2ccc(C)c(S(=O)(=O)N(C)C)c2)ccc1O
    i	-3%	0.3%	-1.1	0%	-1%	10%	-3%	-5%
O=[N+]([O-])c1cccc(/C=C/c2nc3ccc([N+](=O)[O-])cc3[nH]2)c1
    ?	?	-0.7%	-0.1	9%	?	-27%	-92%	.
CCN1CCC(=NNC(=O)c2ccco2)CC1
    i	0%	0.9%	-0.4	0%	-2%	9%	32%	?
c1ccn(-c2ccc(N3CCOCC3)cc2)c1
    i	-4%	0.5%	-2.7	6%	0%	47%[activator]	20%	?

# Sorted by length of the SMILES (falling): 3 of the compounds above.
# Sequence of screens: S2 tox	TGFb SMAD3 inh	Nrf2 activator	IL-2 act	EPAC2 agonist	A549 viability	ATXN2 expr inh	HepG2 tox	Nrf2 inh
N#Cc1cc2c(nc1SCC(=O)Nc1sc3c(c1C#N)CCC3)CCCCC2
    ?	17%	0.3%	1.0	4%	5%	-21%	-19%	.
c1ccn(-c2ccc(N3CCOCC3)cc2)c1
    i	-4%	0.5%	-2.7	6%	0%	47%[activator]	20%	?
CC(C)(C)P(=O)(CO)c1ccccc1 (stereo not given)
    i	-6%	-0.5%	-2.9	3%	-5%	-5%	1%	-3%

# (continued)
# Sequence of screens: S2 tox	TGFb SMAD3 inh	Nrf2 activator	IL-2 act	EPAC2 agonist	A549 viability	ATXN2 expr inh	HepG2 tox	Nrf2 inh
CC(=O)N1CCc2c(sc3c2c(=O)n(CCc2ccccc2)c(=O)n3Cc2ccc(Cl)cc2)C1
    ?	?	0.3%	.	.	-23%	?	-52%	?
Cc1ccc(-c2nn(-c3ccccc3)cc2CSC(=N)N)cc1
    ?	?	5.2%	-7.4	7%	-9%	?	-95%	10%
Cc1ccc(S(=O)Cc2nc(-c3ccc(C(=O)NC(C)c4ccccc4)cc3)oc2C)cc1 (stereo not given)
    i	6%	-1.2%	.	.	-4%	?	-3%	-6%
Cc1occc1C(=O)Nc1sc2c(c1C(N)=O)CCC(C(C)(C)C)C2 (stereo not given)
    i	?	-0.2%	4.1	-26%	-1%	3%	-9%	7%
COc1ccccc1N1CCN(C(=O)Cn2c(=O)n3nc(-c4cccc(F)c4)nc3c3ccccc32)CC1
    i	-35%	-1.4%	.	.	7%	-7%	-32%	.
N#Cc1c(-c2ccccc2)nc(-c2cccnc2)[nH]c1=O
    i	5%	-0.3%	0.0	-3%	-1%	-16%	2%	17%
CCc1ccccc1NC(=O)N1C2CCCC1CC(NC(C)=O)C2 (stereo not given)
    i	8%	-0.8%	-3.2	-4%	3%	3%	7%	2%
O=C(Nc1ccc2oc(-c3ccncc3)nc2c1)c1ccc([N+](=O)[O-])o1
    ?	5.6µM*	?	3.8	18%	0%	2%	-24%	-1%
COC(=O)CSc1ncnc2c1cnn2Cc1ccccc1
    i	-17%	-0.8%	3.2	12%	-9%	2%	-26%	-12%
CCS(=O)(=O)N1CCN(C(=O)c2cccc(OC)c2)CC1
    i	13%	-0.1%	-0.7	6%	0%	-2%	-6%	?
COc1ccc(Cc2nnc(NS(=O)(=O)c3ccc([N+](=O)[O-])cc3)s2)cc1
    i	6%	0.7%	0.3	9%	2%	-8%	-4%	-10%
COc1ccc(NC(=O)CS(=O)c2ccccc2Cl)cc1 (stereo not given)
    i	-2%	0.1%	-3.6	1%	-11%	13%	1%	3%
COC(=O)[C@@]12CCCN1[C@H](c1ccc(-c3ccc(Cl)c(Cl)c3)c(OC)c1)[C@H]1C(=O)N(C)C(=O)[C@H]12
    ?	?	-0.3%	-0.7	-2%	-19%	?	-25%	?

# In the list so far, these have fluorine:
# Sequence of screens: S2 tox	TGFb SMAD3 inh	Nrf2 activator	IL-2 act	EPAC2 agonist	A549 viability	ATXN2 expr inh	HepG2 tox	Nrf2 inh
COc1ccc(N2C(=O)NC(NS(=O)(=O)c3ccc(NC(C)=O)cc3)(C(F)(F)F)C2=O)cc1 (stereo not given)
    i	3%&0%	-0.8%&0.5%	-0.1	-1%	-2%&0%	-11%&8%	-1%&5%	-2%&13%
CN(C)c1nc(N)nc(CSc2nnnn2-c2ccc(F)cc2)n1
    i	-22%	0.0%	-2.8	-5%	-6%	-2%	1%	-5%
Cc1ccccc1-c1ccc(C(=O)Nc2cccc(F)c2)o1
    i	-29%	?	0.6	7%	1%	31%	-22%	24%
CC(CNC(=O)c1nnc(Cc2cccc(F)c2)o1)c1ccccc1 (stereo not given)
    i	9%	0.6%	.	.	-3%	-4%	6%	-9%
COc1ccccc1N1CCN(C(=O)Cn2c(=O)n3nc(-c4cccc(F)c4)nc3c3ccccc32)CC1
    i	-35%	-1.4%	.	.	7%	-7%	-32%	.

# Assay outcomes from PubChem BioAssay.
